BCR signal inh – blocks chronic active B-cell receptor signaling. ABC-DLBCL IkBa-CBG/CBR reporter, luminescence ratio, 4 h. Potency, µM (doses to about 46.1 µM), without a hit: top-dose ratio change, negative = lower green/red ratio, actives largely listed as inhibitors. actives 0.05% (n = 340,000). AID 493014; active = well fitted inhibition curve with a large enough effect in the signal ratio, with a control signal flat, not every such curve was filed as active; inconclusive = small, poorly fitted or top-dose-only effect, or effect the other way, or a change in a side signal; the % refers to the signal ratio;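 note: potency is the fitted concentration of half-maximal effect; plate controls were basal doxycycline-induced cells for no effect and cells given 10 µM MG132 for full effect; MG132 reads +100%, hits lower the ratio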
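Concentration-response series (up to 46 uM) were applied to TMD8 dual-reporter cells for 4 h at 37C with doxycycline. Green/red ratio, after filter-overlap correction, defined %Activity; red signal alone was normalised to basal cells and zero luminescence.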
A-T KAP1 phos – candidate therapy for ataxia-telangiectasia; Potency, µM (doses to about 57.5 µM), inactives show top-dose activation, actives largely listed as activators; […] A-T fibroblasts, KAP-1 phosphorylation AlphaLISA; neocarzinostatin DNA damage 30 min before lysis; AID 485349; actives 0.19% (n = 320,000); note: potency is the fitted concentration of half-maximal effect; % of control where 0% means no effect; nearly all actives have a fitted effect of over 45% in size
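hTERT-immortalized A-T patient fibroblasts ([…]), 500 cells/well in OPTI-MEM, 1% FBS, got compounds for 60 min, then NCS for 30 min at 37C. Lysates were then assayed for phospho-KAP-1 by AlphaLISA (anti-pKAP1 donor, anti-KAP1 acceptor beads), 6 hr at 25C.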
TCR activator – T cell receptor activation. primary human leukocytes, anti-CD3, IL-2 HTRF, 48 h. AID 504894. 330,000 tested, under 10 active. Potency, µM (series often up to 9.22 µM), for the others: top-dose activation of IL-2 secretion, actives largely listed as activators; note: % of control where 0% means no effect
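TCR engagement came from a-CD3 beads alone, with compounds added to primary human leukocytes for 48 hr. Secreted IL-2 bridged europium cryptate- and d2-labelled anti-IL-2 antibodies, giving FRET emission at 665nm after 320nm excitation.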
Mito fusion yeast – blocks mitochondrial division or promotes mitochondrial fusion; S. cerevisiae fusion-defective mutant growth rescue, CellTiterGlo 48 h; actives 0.23% (n = 320,000); Potency, µM (top dose mostly 46.1 µM), without a hit: at the top dose growth rescue (activation), usual class: activators;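 note: potency is the fitted concentration of half-maximal effect; % of control where 0% means no effect; nearly all actives have a fitted effect of over 45% in size; temperature-sensitive fusion mutants such as fzo1-1 at 37 °C on non-fermentable ethanol glycerol medium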
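Luminescent cell viability in 1536-well qHTS format served as the measure of rescued growth in ts fusion-mutant S. cerevisiae cultured on non-fermentable YPEG for 48 hours at 37C.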
Integrin act MD – activators of alpha7 integrin expression for muscular dystrophy; Potency, µM (series often up to 38.3 µM), for inactives: at the top dose activation, hits mostly activators; alpha7betagal myoblasts, beta-gal FDG fluorescence, 48 h; AID 624291; actives 0.064% (n = 350,000);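 note: potency is the fitted concentration of half-maximal effect; 100% = response of the positive control SU9516; nearly all actives have a fitted effect of over 60% in size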
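alpha7betagal+/- myoblasts (passage 13, 250/well) treated 48 h at 37C with compounds at 1:260 dilution of DMSO stock. Lysed, then beta-galactosidase activity read as FDG fluorescence (ex 480/em 540) after 30 min, with pre-read for autofluorescence.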
TSG101-PTAP inh – blocks PTAP/TSG101 interaction to inhibit HIV-1 budding. Fluorescence polarization, FITC-PTAP peptide / Tsg101 binding. Potency, µM (titrated, usually from 115 µM), inactives show at the top dose activity change, negative = inhibition, actives largely listed as inhibitors. 340,000 tested, under 10 active. AID 493005; active = well fitted inhibition curve with a large enough effect in the main read-out, with a control signal flat, not every such curve was filed as active; inconclusive = small, poorly fitted or top-dose-only effect, or effect the other way, or a change in a side signal; inactive = no such curve, though single readings can be large or run the other way; note: potency is the fitted concentration of half-maximal effect; % of control where 0% means no effect
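Compounds were pin-transferred onto Tsg101 binding domain (10 uM final) in HEPES pH 7.5 buffer, then FITC-PTAP peptide was added at 50 nM final. After 20 min at RT, polarization reported peptide displacement across a qHTS concentration series.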
Eya2 inh – inhibitors of human Eya2 phosphatase activity; O00167; recombinant Eya2, OMFP fluorescence dephosphorylation (OMFP is methylfluorescein phosphate); Potency, µM (top dose mostly 76.9 µM), without a hit: top-dose activity, negative = inhibition, actives largely listed as inhibitors; actives 0.006% (n = 330,000); AID 488837; note: potency is the fitted concentration of half-maximal effect; % is set by controls: 0 for no effect and ±100 for the full control effect
Target sequence (O00167 whole entry, looked up): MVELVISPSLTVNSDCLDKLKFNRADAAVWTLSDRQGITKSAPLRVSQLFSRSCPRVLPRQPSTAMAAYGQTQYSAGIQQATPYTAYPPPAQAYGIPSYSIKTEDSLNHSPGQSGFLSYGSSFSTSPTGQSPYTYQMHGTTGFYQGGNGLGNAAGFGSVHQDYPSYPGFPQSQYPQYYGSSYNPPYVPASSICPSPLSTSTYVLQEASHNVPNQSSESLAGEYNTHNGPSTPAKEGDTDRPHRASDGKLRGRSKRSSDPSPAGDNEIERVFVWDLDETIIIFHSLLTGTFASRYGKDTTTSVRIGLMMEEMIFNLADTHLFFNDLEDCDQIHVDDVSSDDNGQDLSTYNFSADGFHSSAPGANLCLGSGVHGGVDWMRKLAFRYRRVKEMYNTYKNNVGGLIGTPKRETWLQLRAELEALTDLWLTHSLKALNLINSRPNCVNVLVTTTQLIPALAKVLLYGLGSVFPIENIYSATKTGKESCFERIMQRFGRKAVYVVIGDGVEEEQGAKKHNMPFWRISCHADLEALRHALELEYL
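Eya2 protein (added as 0.2 uM solution) was preincubated with compound for 10 min at ambient temperature in 50 mM HEPES pH 7.5, 50 mM NaCl, 5 uM MgCl2, 0.05% BSA, 1 mM DTT. OMFP (added at 50 uM) then reacted 10 min; fluorescence read at 485/525 nm.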
ELG1 DNA repair – inhibitors of ELG1-dependent DNA repair in HEK293T cells | AID 504467 | HEK293T ELG1-luciferase reporter, luminescence, 16 h; DNA damage induced by 5-fluorouridine | actives 2.3% (n = 330,000) | Potency, µM (doses to about 46.1 µM), for inactives: top-dose activity change, negative = inhibition, usual class: inhibitors; note: potency is the fitted concentration of half-maximal effect; % is set by controls: 0 for no effect and ±100 for the full control effect; nearly all actives have a fitted effect of over 55% in size
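DMSO vehicle served as the neutral condition. Each well held 2,000 cells given 5-fluorouridine plus compound; after 16 hr at 37 °C/5% CO2, ONE-Glo was added and luciferase measured 30 min later.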
TSHR antagonist – human thyrotropin receptor antagonism. activity change, negative = inhibition, % at 11.5 µM. actives 0.2% (n = 330,000). AID 504810. P16473. TSHR-expressing cells, TSH-stimulated cAMP HTRF, 2 h; hits give low values;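 active = activity change below a set negative limit, meaning inhibition stronger than a set level, cut at about -70% in these data; inconclusive = activity change between two set negative limits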; note: % is set by controls: 0 for no effect and ±100 for the full control effect
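Freshly harvested TSHR cells receive pin-tooled compound, then EC80 TSH at 4nM final. After 2 hours at 37 deg C, antibody in lysis buffer and cAMP-d2 are added; 30 minutes at ambient temperature precede the HTRF read.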
ASM inhibitor – blocks human secretory acid sphingomyelinase. P17405. placental ASM, HMU-PC fluorogenic substrate, 60 min. Potency, µM (top dose mostly 57.5 µM), for inactives: at the highest dose activity change, negative = inhibition, actives largely listed as inhibitors. actives 0.006% (n = 340,000); note: potency is the fitted concentration of half-maximal effect
Target sequence (P17405 47-631 limits assumed): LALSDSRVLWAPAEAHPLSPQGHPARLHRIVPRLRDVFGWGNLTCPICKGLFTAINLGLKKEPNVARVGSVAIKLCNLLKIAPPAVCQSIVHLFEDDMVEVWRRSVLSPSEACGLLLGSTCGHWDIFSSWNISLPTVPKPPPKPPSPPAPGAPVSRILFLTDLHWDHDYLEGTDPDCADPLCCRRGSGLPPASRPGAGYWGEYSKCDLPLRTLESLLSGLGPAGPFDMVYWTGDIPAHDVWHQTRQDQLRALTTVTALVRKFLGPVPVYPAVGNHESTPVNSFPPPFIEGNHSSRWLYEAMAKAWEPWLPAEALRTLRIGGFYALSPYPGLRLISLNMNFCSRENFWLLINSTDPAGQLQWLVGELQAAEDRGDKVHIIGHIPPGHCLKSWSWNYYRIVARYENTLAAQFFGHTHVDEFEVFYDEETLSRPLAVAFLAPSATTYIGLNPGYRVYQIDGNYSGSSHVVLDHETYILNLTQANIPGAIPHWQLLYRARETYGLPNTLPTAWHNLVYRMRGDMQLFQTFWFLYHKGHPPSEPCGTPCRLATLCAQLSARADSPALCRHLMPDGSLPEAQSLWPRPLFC
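qHTS format. ASM enzyme prepared from human placenta hydrolyses the fluorogenic substrate HMU-PC0 (9 uM final) over 60 min at 37 °C after a 10 min compound preincubation.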
Tb PFK inh – inhibitors of T. brucei phosphofructokinase; O15648; T. brucei PFK, ADP-Glo luminescence; Potency, µM (highest dose often 57.5 µM), for the others: top-dose activity, negative = inhibition, usual class: inhibitors; actives 0.17% (n = 330,000); AID 485367;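 note: potency is the fitted concentration of half-maximal effect; 0% = uninhibited 1x PFK enzyme wells and -100% = no-enzyme wells; nearly all actives have a fitted effect of over 60% in size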
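In TEA buffer at pH 8.0 with 5 mM MgCl2, enzyme (1.25 nM) converted F6P (0.5 mM) and ATP (0.1 mM) for 45 min at room temperature. ADP product was read by luciferase luminescence.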
Numbers without * were called inactive; ? = inconclusive; · = not tested or not shown; [ ] = dose if it differs, or a comment. Unless noted, calls come from the whole dose curve; as a rule, active = well fitted curve in the direction sought with a large enough effect; inconclusive = small, poorly fitted or top-dose-only effect, or another doubt; inactive = no such curve, though single readings can be large; an effect the other way counts as inactive or inconclusive. Rows are unselected. Share with any hit: about 3.2%.

SMILES	BCR signal inh	A-T KAP1 phos	TCR activator	Mito fusion yeast	Integrin act MD	TSG101-PTAP inh	Eya2 inh	ELG1 DNA repair	TSHR antagonist	ASM inhibitor	Tb PFK inh
Cn1c(C(=O)NCC2CCCO2)cc2c(=O)[nH]c3ccccc3c21 (configuration not stated)	?	-4%	2%[46.1 µM]	2%	6%	0%	-1%	-2%	3	1%	6%
Cc1ccccc1-c1nnc(SCCC(=O)N2CCOCC2)o1	10%	5%	-1%	-2%	21%	0%	-2%	?	12	-1%	10%
CN1c2ccsc2C(O)=C(C(=S)Nc2ccc(F)c(Cl)c2)S1(=O)=O	?	-2%	0%	19%	3%	-8%	7%	-5%	-13	8%	-9%
O=S(=O)(c1ccccc1)N1CCN=C1SCc1cccc(Cl)c1	-12%	11%	-6%[46.1 µM]	17%	12%	-1%	-2%	13%	-1	-4%	0%
CCCCN(C)CCCNC(=O)CS(=O)Cc1nc(-c2ccc(OC)c(OC)c2)oc1C (configuration not stated)	-7%	-2%	1%	-3%	-39%	-3%	-6%	24%	4	-1%	1%
CC(=O)c1c(C)[nH]c(C(=O)Nc2cccc(S(=O)(=O)N(C)c3ccccc3)c2)c1C	?	-5%	-2%	4%	11%	-6%	-21%	?	-21	-19%	-3%
CC(C)Cn1c(SCC(=O)c2ccc(Cl)s2)nnc1-c1ccco1	-8%	1%	-2%	?	-20%	0%	17%[15.4 µM]	-3%	-22	-2%	6%
O=C(CSCc1ccc(Cl)cc1)Nc1ccc(O)cc1C(=O)O	?	16%	0%	-2%	-1%	-2%	-8%	2%	1	6%	0%
CC1=CCC[C@H]2[C@H](C1)C(=O)C[C@@H](C)[C@]2(C)CC/C(=C/CO)CO	-3%	-7%	4%	·	-9%	-1%	-8%	0%	-19	0%	4%
CCN(CC(=O)Nc1cc(Cl)ccc1C)C(=O)C1CC1	?	4%	0%	-3%	5%	-2%	-11%	9%	-2	3%	-3%
O=C(Cc1ccccc1)Nn1c(-c2ccccc2F)nc2ccccc2c1=O	-7%	2%	-2%	-8%	-16%	-2%	-14%	-1%	0	2%	0%
N#Cc1nc(-c2ccccc2)oc1NCC1CCCO1 (configuration not stated)	?	-11%	1%[46.1 µM]	4%	-10%	-1%	-20%	15%	-6	1%	3%
O=C(CSc1ncc(-c2ccccc2)n1C1CCCC1)N1CCc2ccccc21	?	-5%	-230%	-14%	-40%	1%	14%	-4%	-11	2%	1%
CCOC(=O)/C=C1\SCC(=O)N1CC(=O)NC(C)c1ccc(F)cc1 (configuration not stated)	-4%	1%	-7%[46.1 µM]	2%	22%	2%	5%	7%	-9	-2%	-3%
Cc1cccc(-c2nc(CN3CCCC(C(=O)NC4CCC(C)CC4)C3)c(C)o2)c1 (configuration not stated)	?	-9%	-2%	-10%	-16%	-4%	15%	?	4	-2%	1%
O=C(c1cc(COc2ccc(F)c(F)c2)on1)N1CCN(C2CCCCC2)C(=O)C1	9%	2%	4%	-5%	-18%	-12%	-3%	11%	-19	0%	-8%
C(=C\c1ccccc1)/CSc1nnc(-c2ccccc2)n1Cc1ccco1	?	-3%	·	0%	-20%	·	-12%	?	4	-4%	-1%
CCN(c1ccccc1)c1ncnc2c1cnn2-c1ccccc1	?	13%	-6%	8%	-2%	4%	-4%	?	11	-8%	2%
CN(C)C(CNc1nnnn1-c1ccccc1)c1ccco1 (configuration not stated)	5%	5%	-5%	2%	-19%	-5%	2%	2%	-4	0%	-16%
COc1cc(-c2nc3n(c(=O)c2C#N)CCS3)cc(OC)c1OC	10%	0%	-8%	3%	18%	-4%	-3%	-2%	-6	34%	0%
O=C(c1cccs1)N1CCC(c2nc(-c3ccc(S(=O)(=O)N4CCOCC4)cc3)no2)CC1	0%	0%	2%	1%	10%[7.66 µM]	-7%	12%	?	-10	-2%	-1%
O=C(CSc1ncnc2nc[nH]c12)c1ccccc1	?	·	-166%	0%	18%	-1%	2%	?	13	4%	3%
N=C1C(c2nc3ccccc3s2)=C(O)CN1Cc1ccccc1	11%	-3%	-3%[46.1 µM]	2%	-11%	-2%	6%	4%	-7	3%	3%
CN(c1ccccc1C(=O)Nc1ccccc1C(=O)NCc1ccco1)S(C)(=O)=O	-9%	?	-2%	-4%	-8%	-2%	3%	-2%	-6	-3%	2%
CCN(CC)C(=O)[C@H]1C[C@H](CC(=O)NCCCOC)C(=O)N2CCc3c([nH]c4cc(CCC(=O)N(C)C)ccc34)[C@]12C	?	-42%[inhibitor]	0%[46.1 µM]	·	-2%	-1%	8%	14%	14	0%	-1%
CC(C)Oc1ccc(CNC2CCOC(C)(C)C2)cc1 (configuration not stated)	4%	·	1%	-4%	1%	-1%	-21%	3%	26	13%	21%
CC(=O)N1N=C(c2ccccc2)OC1c1ccc([N+](=O)[O-])s1 (configuration not stated)	19%	-6%	-3%	-8%	-57%[inhibitor]	0%	-15%	?	5	4%	-9%
CN1C(=S)SC(N2OC3C(=O)N(c4ccccc4)C(=O)C3C2c2ccc(Cl)cc2)C1(C)C (configuration not stated)	-1%	-2%	0%[46.1 µM]	4%	14%	-1%	8%	18%	8	0%	0%
O=C(Nc1ccc(N2CCOCC2)cc1N1CCOCC1)c1ccc(Br)cc1	-1%	2%	7%	0%	?	-2%	-2%	-1%	-5	8%	2%
CC(C)N(C(=O)C[n+]1ccsc1N)c1ccccc1	-9%	3%	-13%	0%	-3%	1%	-3%	?	6	3%	-1%

Look-ups from the list.
O=C(c1cccs1)N1CCC(c2nc(-c3ccc(S(=O)(=O)N4CCOCC4)cc3)no2)CC1 in TSG101-PTAP inh is entered as -7%
CC(C)N(C(=O)C[n+]1ccsc1N)c1ccccc1 in Tb PFK inh is entered as -1%

More structures:
SMILES	BCR signal inh	A-T KAP1 phos	TCR activator	Mito fusion yeast	Integrin act MD	TSG101-PTAP inh	Eya2 inh	ELG1 DNA repair	TSHR antagonist	ASM inhibitor	Tb PFK inh
CC(=O)c1ccc(NC(=O)C(C)OC(=O)c2ccc3c(c2)nc(C)n3-c2ccccc2)cc1 (configuration not stated)	?	-5%	-12%[46.1 µM]	12%	7%	-1%	6%	-9%	-9	-14%	14%
C=Cn1cc[n+](CC(=O)c2ccc(Cl)cc2)c1	7%	-2%	·	2%	-10%	3%	-5%	-12%	11	3%	-1%
O=C(COc1ccc(N2CC(C(=O)O)CC2=O)cc1)Nc1cccc(C(F)(F)F)c1 (configuration not stated)	11%	2%	5%	-2%	-3%	-4%	0%	9%	-3	1%	0%
NS(=O)(=O)c1ccc(CCNc2nc(CN3CCCCC3)nc3sc4c(c23)CCC4)cc1	0%	0%	3%	1%	-32%	-9%	19%	-8%	12	0%	0%
Cc1nnsc1C(=O)N/N=C/c1ccc2ccccc2c1O	0%	7%	2%[46.1 µM]	-4%	-2%	3%	6%	?	-19	-17%	12%
Cc1ccc(C(=O)OCC(=O)N2CC(C)CC(C)C2)cc1S(=O)(=O)N1CCCCC1 (configuration not stated)	19%	11%	-1%	20%	12%	-3%	-22%	-3%	-21	-2%	-6%
CN(C)CC(C)(C)CNC(=O)c1cc(=O)c2ccccc2o1	14%	-2%	-1%	-5%	-6%	-14%	-18%	10%	-7	-6%	2%
Cc1cc(=S)cc(C)n1CCCO	5%	-3%	-3%	1%	0%	-1%	-34%	10%	9	1%	-9%
CCOC(=O)CCCCC(=O)c1[nH]c(=O)[nH]c1Cn1ccnc1	0%	7%	16%	0%	12%	-1%	0%	1%	-7	1%	2%
Cc1cc(=O)n2nc(N3CCCC3C(=O)NCCCN3CC(C)CC(C)C3)sc2n1 (configuration not stated)	?	9%	-3%	-7%	4%	-3%	2%	24%	-7	0%	0%
CCc1ccc(OCc2nnc(SCC(=O)NC3CCCCC3)o2)cc1	-10%	4%	7%	-12%	31%	-1%	-15%	1%	-9	-2%	-1%
